Hsp90 Hop PPI = changes Hsp90-Hop TPR2A binding signal, up or down; AlphaScreen TPR2A-His6 binding biotin-Hsp90 C-terminal peptide; Potency, µM (titrated, usually from 57 µM), for inactives: top-dose activity change, negative = inhibition; 0.44% of 71,000 active; active = well fitted curve in either direction with a large enough effect; inconclusive = small, poorly fitted or top-dose-only effect, or another doubt; also: potency is read from the fitted curve at half-maximal effect; % is scaled to controls: 0 for no effect and ±100 for the full control effect; many of its hits are not listed in these tables
BRCT PPI red = BRCT-phosphoprotein interaction inhibition (red fluorophore). P38398. BRCT-phosphopeptide binding, red fluorescence polarization. Potency, µM (doses to about 76.9 µM), for inactives: at the highest dose activity change, negative = inhibition, most hits filed as inhibitors. 0.03% of 75,000 active. AID 892; also: % is scaled to controls: 0 for no effect and ±100 for the full control effect
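Fluorescence polarization: 100 nM His-tagged BRCA1 BRCT with 100 nM TAMRA-labelled phospho-BACH1 decapeptide, phosphate buffer pH 7.3 with 150 mM NaCl, DTT, 0.01% Tween 20; 12 min RT. Binding inhibition seen as FP decrease.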
CRE Fsk mod = modulators of forskolin-stimulated CRE signaling in CHO cells | 2.5% of 71,000 active | Potency, µM (series often up to 38.2 µM), inactives show at the highest dose activity change, negative = inhibition, most hits filed as activators | CHO CRE-bla reporter (cAMP response element driving beta-lactamase), forskolin EC10, beta-lactamase ratio | AID 662; active = well fitted activation curve with a large enough effect in the signal ratio, with a control signal flat, not every such curve was filed as active; inconclusive = small, poorly fitted or top-dose-only effect, or effect the other way, or a change in a side signal; the % refers to the signal ratio; also: potency is read from the fitted curve at half-maximal effect; % of control where 0% means no effect
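CRE-bla CHO cells stimulated with EC10 NKH 477 (water-soluble forskolin) and compound titrations, 3 h at 37C; beta-lactamase read with CCF4 after 2 h at room temperature. Activity from 460/530 nm emission ratio, AC50 values for positive or negative modulation.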
Epigenetic mod = epigenetic modulators derepressing GFP locus in mouse cells. mouse C127i GFP locus derepression, cytometry, 30 h. Potency, µM (highest dose often 46.1 µM), inactives show at the top dose GFP derepression (activation). 0.09% of 68,000 active; also: % of control where 0% means no effect
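Locus derepression in mouse mammary C127i cells whose integrated CMV-GFP reporter is normally silent; GFP expression after 30 h compound treatment was quantified by counting fluorescent cells.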
HADH2 inh = inhibitors of human HADH2 dehydrogenase | Q99714 | recombinant HADH2, NADH fluorescence, beta-hydroxybutyryl-CoA | Potency, µM (doses to about 57.1 µM), for inactives: top-dose activity change, negative = inhibition, usual class: inhibitors | 3.4% of 73,000 active | AID 886; also: potency is read from the fitted curve at half-maximal effect; % is scaled to controls: 0 for no effect and ±100 for the full control effect; nearly all actives have a fitted effect of over 60% in size; many of its hits are not listed in these tables
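Buffer 100 mM Tris-HCl pH 9.0/0.01% Tween-20; HADH2 20 nM; NAD+ 1 mM; beta-hydroxybutyryl-CoA 90 uM (all final). 15 min cpd preincubation, RT.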
DNA Pol III inh = blocks replication by bacterial DNA polymerase III holoenzyme; AID 603; reconstituted DNA polymerase III holoenzyme replication, biochemical; Potency, µM (titrated, usually from 57.1 µM), without a hit: at the top dose activity change, negative = inhibition; 0.25% of 71,000 active; also: potency is read from the fitted curve at half-maximal effect; % is scaled to controls: 0 for no effect and ±100 for the full control effect
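Reconstituted *E. coli* holoenzyme (0.35 nM Pol III, 1 nM beta, 154 nM SSB, 2 nM primase) was preincubated with compound for 15 min at RT. Synthesis on 1.4 nM ssM13Gori ran 35 min, then was stopped with PicoGreen/EDTA and read as dsDNA fluorescence.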
BRCT inh green = blocks human BRCA1 BRCT binding to phosphopeptide, green readout | P38398 | BRCA1 BRCT-phosphopeptide binding, green fluorescence polarization | Potency, µM (titrated, usually from 76.9 µM), without a hit: at the highest dose activity change, negative = inhibition, hits mostly inhibitors | 0.05% of 75,000 active | AID 875;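 also: potency is read from the fitted curve at half-maximal effect; plate controls were peptide without protein for full effect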
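Compounds were incubated for 12 min at room temperature with a complex of 100 nM fluorescein-tagged pBACH1 decapeptide and 250 nM His-tagged BRCT protein. Buffer was phosphate pH 7.3 with EDTA, DTT and Tween 20. Disruption of binding lowers the polarization signal.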
Ub-GFP proteasome = proteasome inhibitors stabilizing ubiquitin-GFP reporter. 67,000 tested, under 10 active. Potency, µM (titrated, usually from 45.9 µM), inactives show at the highest dose activation (GFP accumulation), actives largely listed as activators. Ubiquitin-GFP reporter cells, proteasome inhibition, GFP fluorescence; response scale: untreated = 0%, 10 µM MG-132 = 100%; active = well fitted activation curve with a large enough effect, not every such curve was filed as active; inconclusive = small, poorly fitted or top-dose-only effect, or another doubt; inactive = no such curve, though single readings can be large or run the other way; also: potency is read from the fitted curve at half-maximal effect
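GFP accumulation read-out: laser plate cytometry counting ubiquitin(G76V)-GFP-expressing U2OS cells after 4 hr compound exposure at 37 °C. Titrations spanned 46 uM to 2.9 nM; 0% = basal, 100% = 10 uM MG-132; concentration-response curves fitted.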
USP2a inhib = USP2a (human) protease inhibition; USP2a enzymatic assay, qHTS inhibition; Potency, µM (series often up to 38.3 µM), for the others: at the highest dose activity change, negative = inhibition, hits mostly inhibitors; 0.1% of 60,000 active;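 also: potency is read from the fitted curve at half-maximal effect; nearly all actives have a fitted effect of over 60% in size; plate controls were DMSO for no effect and NEM full inhibition control for full effect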
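Coupled readout: USP2-cleaved Ub-PLA2 (20nM final) turns over NBD C6-HPC (20uM final), Ex 460nm/Em 535nm after 2.5 h, time-zero read flagging artifacts. Enzyme (20nM final, pH 8.0 Tris) given 30 min RT with compound first; NEM defines full inhibition.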
HBB splicing = hemoglobin beta splicing modulation | 0.06% of 65,000 active | AID 925 | HBB splicing reporter cell assay, activation; EGFP reporter with mutant IVS2-654 intron; response scale: normalised to 500 nM splice-correcting PNA | Potency, µM (doses to about 46.1 µM), inactives show at the highest dose activation, hits mostly activators; also: potency is read from the fitted curve at half-maximal effect; 0% is about no effect
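HeLa cells stably expressing EGFP interrupted by mutant beta-globin intron 2 (IVS2-654), 500/well in 2% FCS. Treated with compound for 2 days at 37C. Splicing correction scored as total well GFP intensity (488 nm excitation, 500-520 nm emission); 500 nM antisense PNA served as control.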
ALOX15 inhib = 15-hLO (ALOX15) enzyme inhibition; purified 15hLO-1, xylenol orange hydroperoxide absorbance; 1.4% of 74,000 active; AID 887; Potency, µM (series often up to 57.1 µM), for the others: top-dose activity change, negative = inhibition, usual class: inhibitors; P16050; also: potency is read from the fitted curve at half-maximal effect; % is scaled to controls: 0 for no effect and ±100 for the full control effect; nearly all actives have a fitted effect of over 55% in size
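Hydroperoxide formed from arachidonic acid (50 uM) by purified human 15hLO-1 (40 nM) oxidizes ferrous iron, and the ferric-xylenol orange complex is read at 573 versus 405 nm. Compounds were preincubated 15 min; reaction ran 6 min at room temperature.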
The depositor's hits bear a star; ? = inconclusive; · = no result given; [ ] = remark or other dose. Unless noted, calls follow the shape of the dose curve; as a rule, active = well fitted curve in the direction sought with a large enough effect; inconclusive = small, poorly fitted or top-dose-only effect, or another doubt; inactive = no such curve, though single readings can be large; an effect the other way counts as inactive or inconclusive. This is a subset; count on the stated rates, not on these rows.

SMILES | BRCT PPI red | BRCT inh green | HADH2 inh | DNA Pol III inh | Epigenetic mod | Ub-GFP proteasome | HBB splicing | ALOX15 inhib | CRE Fsk mod | Hsp90 Hop PPI | USP2a inhib
Cc1cnc(C(=O)Nc2ccccc2-c2ccc(C)o2)cn1 | -1.4% | -3.3% | -4% | -6% | -3% | 2% | · | ? | -1% | -3% | 2%
CC(C)c1nnc(NC(=O)CCCC(=O)O)s1 | 2.6% | -0.7% | 1% | -1% | 0% | -9% | -2.6% | -3% | 1% | 4% | -4%
CCOC(=O)c1cc(-c2ccccc2)n(CC(=O)O)c1C | -0.3% | -1.1% | 3% | -3% | 5% | 8% | -0.1% | -2% | -6% | 3% | -4%
CC1(C)OC(=O)NC1=O | -1.7% | -2.8%[3.08 µM] | 6%[25.6 µM] | -6%[25.6 µM] | -2%[20.6 µM] | -1%[20.5 µM] | 2.1%[20.6 µM] | 0% | -4%[17.1 µM] | -1%[26 µM] | -16%
COc1ccc(-c2nc(C)sc2CC(=O)O)cc1 | 1.3% | 1.2% | 1% | 2% | 0% | -7% | 0.3% | 0% | -7% | 1% | -4%
Cc1ccccc1S(=O)(=O)O[C@@H]1NS(=O)(=O)c2ccccc21 | -0.4%[15.4 µM] | 1.6%[15.4 µM] | 9%[11.4 µM] | -11%[11.4 µM] | -8%[9.22 µM] | 2%[9.17 µM] | 0.2%[9.22 µM] | 5%[11.4 µM] | 10%[7.6 µM] | -5%[11 µM] | ·
CC(C)NC(=O)N1CC[C@@]2(CCCN(C(=O)c3cc(C(F)(F)F)cc(C(F)(F)F)c3)C2)C1 | -1.2% | -3.7% | 4% | -6% | 3%[9.22 µM] | -4% | 0.9% | 1% | -6% | 3% | 51%[activator]
COCCNc1nc(SCC(=O)N2CCN(c3ccccc3)CC2)nc2ccccc12 | 0.7% | -1.2% | -12% | -1% | 0% | -14% | -3.0% | -3% | 21% | -6% | 27%
Cc1ccc(N(C(=O)Cn2nnc3ccccc32)C(C(=O)NC2CCCCC2)c2cn(C)nc2C)cc1 (configuration not stated) | 0.5% | -4.0% | 3% | -5% | 1% | -1% | · | -4% | -1% | -4% | 1%
Cn1c(=O)oc2cc(S(=O)(=O)NCCC(=O)N3CCc4ccccc43)ccc21 | -0.8% | 2.5% | -4% | -8% | -2% | 19% | -0.2% | -2% | -2% | 0% | 12%
CCC1Sc2ccccc2N(CC(=O)NCCC(C)C)C1=O (configuration not stated) | 0.8% | -1.4% | -7% | -1% | 3% | 0% | 1.6% | -9% | ? | 0% | -1%
Cn1c(SCC(=O)c2ccc3c(c2)OCO3)nnc1C1COc2ccccc2O1 (configuration not stated) | 0.1% | -0.5% | ? | -1% | 11% | -1% | -0.3%[57.5 µM] | -16% | -4% | ? | 28%
OCCCNCc1cccc2ccccc12 | 0.5% | -1.8% | -2% | -2% | 4% | -3% | -5.0%[57.5 µM] | 17% | -1% | -3% | -6%
CCOC(=O)C1=C(Cn2cnc3ccccc32)NC(=O)NC1c1cc(C)ccc1C (configuration not stated) | -0.8% | 1.1% | 2% | -7% | 7% | 14% | -1.1% | 1% | ? | -8% | 34%[activator]
CCC(=O)Nn1c(C)nnc1C | 0.2% | -0.4% | 4% | -5% | -2% | · | -1.6%[0.369 µM] | 10% | -2% | -2% | 5%
Cc1cc(C)cc(NC(=O)CSc2nnc(CNC(=O)c3cccs3)o2)c1 | 0.6% | -2.4% | 4% | 0% | 2% | 7% | -1.4% | -3% | -8% | -3% | 7%
O=C(Nc1cccc(C(F)(F)F)c1)c1cccnc1N1CCN(CCO)CC1 | 1.6% | -2.5% | 8% | -5% | -2% | 0% | -0.7% | 3% | -8% | -6% | 1%
O=S(=O)(c1cccs1)N1CCCc2ccccc21 | 1.7% | 2.1% | -6% | -1% | 3% | -9% | 3.3% | -4% | -3% | 25% | -8%
COc1cccc2cc(C(=O)N(C)C3CCN(C)CC3)c(=O)oc12 | 0.6% | 0.9% | -3% | -2% | 0% | 0% | -0.3%[57.5 µM] | -8% | -5% | 1% | -4%
CCCN1C2=NCCN2c2cc(C)c(C)cc21 | -0.9% | 0.7% | 0% | -1% | 0% | -1% | -0.6% | 0% | 2% | -1% | 0%
CCn1c(=O)c2cc(C(=O)N3CCN(C(=O)c4ccco4)CC3)sc2c2ccccc21 | -1.2% | 0.8% | ? | -10% | · | -16% | 0.1% | -6% | 4µM* | -1%[2.3 µM] | ·
COc1ccc(NC(=O)CCc2nc(-c3ccc(C)cc3)no2)cc1Cl | 0.3% | -1.8% | 12% | 0% | 0% | 5% | -0.1% | 0% | -5% | 1% | 8%
Cc1nccn1CC(=O)O | 0.4% | -1.0% | 1% | 0% | -3% | 0% | -6.0% | 4% | -12% | -10% | 2%
CC(C)(C)N(Cc1cc2ccccc2[nH]c1=O)C(=O)C1CCCCC1 | 0.4% | -2.2% | 4% | 4% | 0% | -7% | -0.2%[1.84 µM] | 0% | 4% | 1% | 4%
Cc1cnc(C)c(N2CCC(C(=O)NC(C)c3cccs3)CC2)n1 (configuration not stated) | -1.0% | -1.1% | 19% | 1% | -1% | 7% | · | 2% | -12% | -1% | 1%
CCc1c(O)nc(SCC(=O)Nc2ccccc2)n(-c2ccccc2)c1=O | 0.4% | -2.2% | 0% | 4% | 0% | -3% | -6.5%[0.369 µM] | 0% | ? | -2% | 0%
Cc1c(N(C)C)c(=O)n(-c2ccccc2)n1C | 0.3% | -1.3% | -4% | 3% | 2%[20.6 µM] | -12%[20.5 µM] | 0.9% | -4% | -2% | 1% | 2%[17.1 µM]
O=C(NC1=NCCS1)C1CC2CCC1C2 (configuration not stated) | 0.2% | -1.1% | -1% | -3% | -2% | 12% | 1.1% | 7% | 0% | -4% | 3%
NS(=O)(=O)c1ccc(CCNC(=O)CCCC2=NS(=O)(=O)c3ccccc3N2)cc1 | -0.5% | 0.1% | 9% | 10% | -2% | -13% | -0.6% | -3% | ? | 12% | 1%
O=C(NCc1cccnc1)C1CC(=O)N(c2ccc(F)cc2)C1 (configuration not stated) | 0.1% | -1.0% | 0% | 2% | 0% | 5% | -0.3%[9.22 µM] | 9% | -3% | 0% | -3%
CCOC(=O)Cc1cnc(NC(=O)Cn2nnc(-c3ccc(OCC)cc3)n2)s1 | -1.4% | 2.8% | 8% | 8% | -1% | -3% | -0.2%[57.5 µM] | -1% | -2% | 3% | 19%

Part of the list above, as labelled records.
> O=C(NC1=NCCS1)C1CC2CCC1C2 (configuration not stated)
  BRCT PPI red: 0.2%
  BRCT inh green: -1.1%
  HADH2 inh: -1%
  DNA Pol III inh: -3%
  Epigenetic mod: -2%
  Ub-GFP proteasome: 12%
  HBB splicing: 1.1%
  ALOX15 inhib: 7%
  CRE Fsk mod: 0%
  Hsp90 Hop PPI: -4%
  USP2a inhib: 3%
> NS(=O)(=O)c1ccc(CCNC(=O)CCCC2=NS(=O)(=O)c3ccccc3N2)cc1
  BRCT PPI red: -0.5%
  BRCT inh green: 0.1%
  HADH2 inh: 9%
  DNA Pol III inh: 10%
  Epigenetic mod: -2%
  Ub-GFP proteasome: -13%
  HBB splicing: -0.6%
  ALOX15 inhib: -3%
  CRE Fsk mod: ?
  Hsp90 Hop PPI: 12%
  USP2a inhib: 1%
